# Mcl1-Noxa inh: disrupts binding of human Mcl-1 to Noxa peptide; Q07820; TR-FRET Mcl-1/Noxa peptide binding, 2 h; inhibition, % at 21.7 µM; 1.5% of 220,000 active; AID 1022;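 active = compounds that cut the protein-peptide binding signal by more than 50% relative to plate controls in a single-dose test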;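 also: His-tagged Mcl-1 with rhodamine Noxa BH3 peptide and terbium anti-His antibody; 0% = Mcl-1 plus Noxa peptide wells and 100% = peptide-only wells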
# Target sequence (Q07820 whole entry, looked up): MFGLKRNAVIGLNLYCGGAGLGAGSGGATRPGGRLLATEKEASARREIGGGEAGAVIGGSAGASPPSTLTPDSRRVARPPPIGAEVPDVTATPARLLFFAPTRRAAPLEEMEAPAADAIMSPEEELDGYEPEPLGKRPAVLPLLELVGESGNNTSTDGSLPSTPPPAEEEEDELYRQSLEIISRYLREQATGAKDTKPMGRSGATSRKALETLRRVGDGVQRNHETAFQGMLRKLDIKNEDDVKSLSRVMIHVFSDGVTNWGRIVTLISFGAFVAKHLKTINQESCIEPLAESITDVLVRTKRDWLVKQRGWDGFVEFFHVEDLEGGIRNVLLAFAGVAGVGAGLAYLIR
# GSH bead fluor: compound fluoresces at 488/530 nm on GSH beads. GSH beads flow cytometry, compound fluorescence 488/530 nm; stronger effect = higher value. fluorescence (KMESF) at 10 µM. 0.25% of 190,000 active. AID 1776; in the data active = fluorescence above about 89;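 also: glutathione beads carrying GST-tagged Bcl family fusion proteins plus one bare bead set; values are compound well signal with DMSO vehicle wells as background; inactives centre near 16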
# Rab2 wt GTP: changes GTP binding to wildtype dog Rab2A, up or down | GST-Rab2 wt beads, Bodipy-GTP binding, flow cytometry | AID 760 | GTP binding activity, % at 10 µM | 0.19% of 190,000 active | P61105;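 active = GTP binding activity at least 20 points away from 100%, either lowered or raised; inconclusive = signal likely due to the compound's own green fluorescence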;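 also: 0% = beads with excess unlabeled GTP and 100% = no-compound control corrected for plate trend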
# HRas wt GTP: changes GTP binding to wildtype human HRas | GTP binding activity, % at 10 µM | GST-Ras wt beads, Bodipy-FL-GTP binding, flow cytometry; actives lie on both sides | 0.14% of 190,000 active;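 active = GTP binding activity at least 20% away from the 100% baseline, either lowered as inhibitor or raised as activator; inconclusive = flagged as likely green fluorescent, judged across all proteins in the well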;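 also: 0% = unlabeled GTP competition control and 100% = no-compound control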
# Target sequence (P01112 whole entry, looked up): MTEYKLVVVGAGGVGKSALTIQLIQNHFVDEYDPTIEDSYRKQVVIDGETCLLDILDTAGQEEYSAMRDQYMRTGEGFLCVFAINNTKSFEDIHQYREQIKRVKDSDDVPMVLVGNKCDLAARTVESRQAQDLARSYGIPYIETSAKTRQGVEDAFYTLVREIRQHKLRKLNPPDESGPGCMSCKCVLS
# Pf gametocyte: inhibitors of late stage P. falciparum gametocyte viability. 0.065% of 150,000 active. inhibition, % at 10.9 µM. P. falciparum stage V gametocytes, ATP luminescence, 24 h;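 active = inhibition above the mean plus 3 SD of compounds within the control limits, set per campaign, cut at about 38% in these data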;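 also: 0% = DMSO wells and 100% = medium only without gametocytes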
# Rac1 mut GTP: modulators of GTP binding to human Rac1 activated mutant; AID 764; P63000; percent activity (GTP binding), % at 10 µM; 0.11% of 190,000 active; GST-Rac1 activated beads, fluorescent GTP binding, flow cytometry; actives lie on both sides; 100% means binding = to untreated wells;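 active = GTP binding at least 20 percentage points away from the 100% baseline, in either direction, so actives lie on both sides; inconclusive = Compound likely fluorescent itself, or too few beads counted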
# Mcl1-Bid inh: Mcl-1/Bid interaction inhibition | Q07820 | TR-FRET Mcl-1/Bid-Dy647 peptide binding, 1536-well | inhibition, % at 21.7 µM | 0.97% of 220,000 active | AID 1021;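 active = compounds that cut the binding signal by more than half at the single screening dose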;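 also: His-tagged Mcl-1 with europium anti-His antibody binding Bid BH3 peptide; 0% = Mcl-1 plus peptide wells and 100% = peptide-only wells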
# Rac1 wt modul: alters GTP binding to wildtype human Rac1 | AID 757 | 0.27% of 190,000 active | P63000 | GST-Rac1 beads, fluorescent GTP binding, flow cytometry; actives lie on both sides; 0 = cold GTP competed, 100 = untreated | GTP binding activity (% of control), % at 10 µM;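 active = GTP binding activity at least 20 points away from the 100% control level, either lower or higher; inconclusive = compound flagged as likely green fluorescent, judged across all proteins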
# Cdc42 wt GTP: human Cdc42 wildtype GTP binding change, either direction; P60953; GST-Cdc42 beads, Bodipy-GTP binding, flow cytometry; actives lie on both sides; percent activity (GTP binding), % at 10 µM; 0.2% of 190,000 active;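 active = percent activity GTP binding at least 20 points away from the 100% baseline, either down as inhibitor or up as activator; inconclusive = compound flagged as likely green fluorescent from well-wide comparison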;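 also: median bead fluorescence of bound Bodipy-FL-GTP at 100 nM; 0% = excess unlabeled GTP control and 100% = no compound control; below 100% means less GTP binding so inhibitor and above means activator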
# Target sequence (P60953 whole entry, looked up): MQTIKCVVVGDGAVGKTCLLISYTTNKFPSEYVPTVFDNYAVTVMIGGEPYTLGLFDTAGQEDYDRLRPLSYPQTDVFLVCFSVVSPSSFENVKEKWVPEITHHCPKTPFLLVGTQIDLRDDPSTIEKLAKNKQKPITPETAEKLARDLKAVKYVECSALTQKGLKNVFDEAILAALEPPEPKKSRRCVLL
# Rab7 wt modul: dog Rab7 wildtype GTP binding, inhibitors and activators | GST-Rab7 beads, fluorescent GTP binding, flow cytometry; actives lie on both sides; untreated = 100%, excess cold GTP = 0% | 0.055% of 190,000 active | AID 758 | GTP binding activity (percent of control), % at 10 µM;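 active = fluorescent GTP binding to Rab7 beads changed by at least 20 points from the 100% baseline, either direction, mostly lower; inconclusive = compound itself probably fluorescent, or too few beads counted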;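 also: median green fluorescence of bound Bodipy-FL-GTP per Rab7 bead population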
# Avidin fluor: compound fluoresces at 488/530 nm on avidin beads | compound fluorescence 488/530 nm, flow cytometry; stronger effect = higher value | fluorescence (KMESF) at 10 µM | 0.38% of 220,000 active | AID 1775; in the data active = fluorescence above about 47; also: inactives centre near 10
# * hit, by the source's call; i = inactive; ? = inconclusive; nt = not tested or not shown.
SMILES,Mcl1-Noxa inh,GSH bead fluor,Rab2 wt GTP,HRas wt GTP,Pf gametocyte,Rac1 mut GTP,Mcl1-Bid inh,Rac1 wt modul,Cdc42 wt GTP,Rab7 wt modul,Avidin fluor
CCOc1cc(N2CCOCC2)c(OCC)cc1NC(=O)COC(=O)c1ccccc1C,21,10,101,99,5,98,-5,107,101,99,25
Cn1cnc(S(=O)(=O)NCc2ccccc2)c1,-2,23,97,101,13,99,-6,107,104,99,8
COc1ccccc1CCn1c(N)c(C#N)c2nc3ccccc3nc21,-8,30,95,94,nt,96,16,99,97,98,6
CC(C)[C@H](NC(=O)OC(C)(C)C)c1nnc(SCC(=O)Nc2ccc(Br)cc2)o1,-15,54,97,98,6,96,-47,97,99,98,9
CC(=O)N1c2ccccc2C(C)(C)C2CCC(C)CC21 (stereo not given),-8,16,96,99,-22,100,-16,102,99,96,5
Cc1ccc(C(=O)NC(=S)NNC(=O)CCN2CCOCC2)cc1,-24,12,96,96,0,96,-61,101,100,85,24
Cc1cc(Cl)c(S(=O)(=O)N2CCN(c3ccc(F)cc3)CC2)cc1OCC(N)=O,7,18,99,98,nt,99,-9,105,103,95,27
Cc1ccc(CNC(=O)COC(=O)c2cnccn2)cc1,5,24,102,105,nt,102,-30,102,103,103,11
CC(=O)c1sc(NC(=O)c2ccco2)nc1-c1ccccc1,7,21,101,101,nt,100,-23,109,105,102,8
COc1ccc(C)cc1NC(=O)CN1CCN(C/C=C/c2ccccc2)CC1,9,6,99,100,2,98,-23,102,100,100,8
O=C(CSc1ncnc2c1oc1ccccc12)NCc1ccc(F)cc1,i,11,97,94,nt,94,-2,95,93,98,6
FC(F)(F)c1cnc(-n2cc[nH]c2=S)c(Cl)c1,20,23,104,104,-12,101,-28,102,103,105,12
CC(C)(C)C(=O)Nc1ccc(C(=O)Nc2cccnc2)cc1,22,11,102,102,13,100,9,103,103,100,21
Cc1ccc(S(=O)(=O)N2CCC(C)CC2)cc1[N+](=O)[O-],-1,11,96,94,-5,96,-33,97,95,98,10
O=S(=O)(NCCc1ccccn1)c1cccs1,-3,27,104,102,nt,102,-15,106,106,104,17
O=C(CSC1=Nc2ccccc2C2=NC(c3ccccc3)C(=O)N12)NC1CCCCC1 (stereo not given),18,33,104,102,nt,101,27,106,104,104,10
Cc1ccc(CN=Cc2[nH]c3ccc(Br)c(Cl)c3c2O)cc1,14,10,96,99,-21,96,-53,98,99,94,11
CCN1C(=O)C(CC(=O)Nc2ccc(C)cc2C)Nc2cc(S(=O)(=O)N(C)C)ccc21 (stereo not given),6,11,95,94,4,96,-14,99,97,95,12
Cc1cccn2c(=O)c(C=O)c(N3CCCCC3)nc12,4,20,99,99,-6,95,-1,103,96,104,10
COc1cccc(C2N(c3ccccc3)CCN2c2ccccc2)c1OC,5,17,96,95,-24,93,-31,99,91,97,10
CCCCOC(=O)C(C)Sc1n[nH]c(=O)[nH]c1=O (stereo not given),0,15,100,99,-11,95,4,101,96,105,7
CC(NC(=O)COC(=O)c1ccc([N+](=O)[O-])s1)c1ccccc1 (stereo not given),26,11,98,99,nt,102,14,102,104,98,11
CCC(OC(=O)c1cccs1)C(=O)NCc1ccc2c(c1)OCO2 (stereo not given),5,31,97,97,nt,95,-4,96,95,98,11
CCN1CCN(CCOCCOc2ccccc2-c2ccccc2)CC1,25,24,100,98,nt,97,39,98,98,101,13
C#CCOCCOCCOCCNc1nc(N2CCN(C(=O)C([C@@H](C)CC)n3cc(C(N)Cc4ccc(O)cc4)nn3)CC2)nc(N2CCN(C(=O)[C@H](CCC(=O)O)n3cc(C(N)CO)nn3)CC2)n1 (stereo not given in full),4,20,97,98,nt,98,15,101,98,99,6
O=S(Cc1ccc(Cl)cc1)CC(O)COCc1ccc(Cl)cc1 (stereo not given),16,41,104,101,nt,98,-17,103,101,103,13
O=C1N(c2ccccc2)C[C@@H]2C[C@@H](c3cccc4c3OCO4)N3CCC[C@@]123,-2,22,98,97,-11,99,-5,99,99,94,5
Cc1nc(N2CCN(Cc3ccc4c(c3)OCO4)CC2)c2cc(-c3ccccc3)sc2n1,-9,12,97,100,7,97,-17,102,99,104,11
Cc1nc(N)sc1C(=O)N/N=C/c1ccccc1[N+](=O)[O-],37,10,?,?,1,?,2,?,?,?,22
OCCCc1nc2n(n1)C(c1cccs1)C=C(c1ccc(Br)cc1)N2 (stereo not given),10,25,99,98,nt,92,-5,96,95,98,7
O=C(O)/C=C/c1cnc2ccccc2c1,7,26,96,96,nt,93,-19,94,93,95,9
COc1ccc(-n2c(Cc3cccn3C)nnc2SCC(=O)Nc2ccc3c(c2)OCCO3)cc1,-6,13,105,105,nt,102,-42,109,109,102,6
CCc1nnc(NC(=O)COc2ccc([N+](=O)[O-])cc2)s1,21,15,99,96,17,95,-14,95,95,101,9
O=C(COc1ncnc2ccc(Br)cc12)NCc1ccc2c(c1)OCO2,6,29,99,98,nt,96,-40,105,98,100,14
CN1C(=O)/C(=N\OC(=O)c2cccc3ccccc23)c2ccccc21,-12,22,97,97,-30,95,-4,98,96,99,11
Fc1ccc(-n2cc(CNCCc3ccccn3)c(-c3ccccc3Cl)n2)cc1,25,13,96,94,-5,92,7,90,91,93,1
Cc1cc(NS(=O)(=O)c2ccccc2)cc(Cl)c1O,49,37,95,97,16,97,-123,97,99,95,6
CCOc1ccc(-c2nn(-c3ccccc3)cc2/C=C2\SC(=S)N(C3CCS(=O)(=O)C3)C2=O)cc1 (stereo not given),-3,11,92,95,-2,93,-3,93,94,92,35
COc1cccc2c1OCC(C(=O)NCc1ccc(Cl)cc1Cl)=C2,16,37,98,98,-5,96,-10,98,96,96,8
COc1ccc(/C=N/Nc2cc(N3CCCC3)nc(N3CCCC3)n2)cc1,5,9,95,94,nt,95,-49,96,95,94,20
Cc1oc(-c2ccccc2F)nc1CN1CCC(C(=O)NCc2cccnc2)CC1,6,63,110,108,18,103,-20,110,111,99,13
Cc1ccc(C)c(NC(=O)Cn2nc(-c3ccccc3)nc2-c2ccccc2)c1,-13,50,100,102,5,98,56*,105,101,102,21
Cc1cccc(C(=O)NNS(=O)(=O)c2ccccc2)c1O,5,14,97,96,-9,92,-31,96,97,105,10
CCCN1CCN(C(=S)Nc2ccc(SC(F)F)cc2)CC1,0,7,94,92,12,93,-20,94,95,92,20
CCOC(=O)c1c(NC(=O)Cn2cnc3scc(-c4ccc(C)cc4)c3c2=O)sc(C)c1C,-36,14,96,100,-3,99,-9,101,105,100,6
Cn1c(=O)c2c(nc(NCCO)n2CCc2ccccc2)n(C)c1=O,17,15,96,98,nt,97,-31,99,94,92,3
CCCN1CCN(CCCNC(=O)Cn2nc(-c3ccc(C)cc3)ccc2=O)CC1,2,25,100,101,nt,100,-19,107,100,99,11
Cc1noc(C)c1C(c1ccccc1)c1ccccc1,-11,16,100,98,nt,98,-17,104,99,101,15
COc1ccc(N(C(=O)c2ccc(S(=O)(=O)N3CCOCC3)cc2)C2C=CS(=O)(=O)C2)cc1 (stereo not given),0,35,93,94,nt,88,-3,93,91,90,7
Cc1nc2ncnn2c(N2CCN(C(=O)c3cccc(F)c3)CC2)c1C,11,67,100,99,4,100,2,102,104,92,7

# Looked up above.
# In Avidin fluor, O=S(Cc1ccc(Cl)cc1)CC(O)COCc1ccc(Cl)cc1 (stereo not given) shows 13
# In HRas wt GTP, O=C(COc1ncnc2ccc(Br)cc12)NCc1ccc2c(c1)OCO2 shows 98

# Following part:
SMILES,Mcl1-Noxa inh,GSH bead fluor,Rab2 wt GTP,HRas wt GTP,Pf gametocyte,Rac1 mut GTP,Mcl1-Bid inh,Rac1 wt modul,Cdc42 wt GTP,Rab7 wt modul,Avidin fluor
CSc1nc(-c2ccccc2)nc(SC)c1C(C)=O,-2,16,102,102,nt,99,-8,100,103,103,11
COc1cc(OC)cc(C(=O)NC(=S)N2CCN(c3ccc(C(F)(F)F)cc3[N+](=O)[O-])CC2)c1,nt,33,93,93,11,90,-36,90,94,93,9
CS(=O)(=O)Nc1ccc(C(=O)NCc2ccc3c(c2)OCO3)cc1,1,36,100,100,nt,100,-14,103,104,104,5
CC1CCc2c(sc(NC(=O)COC(=O)c3ccc(O)cc3)c2C#N)C1 (stereo not given),30,12,93,95,20,90,-67,92,90,100,20
COc1ccc(Nc2nc(C)cc(C)c2C(N)=O)cc1,7,19,103,102,nt,101,-28,107,104,103,5
COCCNC(=O)CNC(=S)N(CCCN1CCOCC1)Cc1cccs1,12,10,99,99,-13,99,-24,99,101,93,12
CCn1c(CCCOc2ccc(Cl)cc2Cl)n[nH]c1=S,21,14,95,96,6,96,-44,99,94,95,12
COC(=O)c1ccc(COC(=O)Cc2n[nH]c(=O)c3ccccc23)cc1,-3,16,98,97,-4,98,-25,100,99,99,8
Cc1cc(SCc2ccccc2)nc(=O)[nH]1,0,30,108,103,nt,101,-50,107,104,98,13
Cc1ccc(NS(=O)(=O)c2ccc3[nH]c(=O)sc3c2)cc1,-1,14,96,97,nt,95,3,97,97,100,12
C=CCn1c(SCC(=O)Nc2nnc(CC)s2)nnc1-c1ccncc1,5,12,94,94,-6,93,-54,92,90,97,9
Cc1cccc(CC2SC(N)=NC2=O)c1 (stereo not given),6,13,98,99,7,95,-31,99,97,105,11
Cc1nn(C)cc1CN(C)C(=O)c1cc(COc2ccc(F)cc2F)on1,-16,17,96,94,-8,95,-15,98,94,93,10
CCOC(=O)c1snc(C(=O)NC2CCCCC2)c1N,13,56,97,97,nt,93,-33,95,98,95,4
Cc1ccc(C(=O)N2CCN(C(=O)CN3CCOCC3)C2)cc1,17,8,98,100,5,99,-57,105,102,97,9
O=C(Cc1ccccc1)Nn1c(-c2ccccc2)nc2ccccc2c1=O,3,13,102,102,1,102,-20,108,103,101,10
Cc1ccsc1/C=N/NC(=O)C1CC(=O)N(c2ccccc2)C1 (stereo not given),-10,17,100,100,-15,100,-21,100,102,103,18
COc1ccc(/C=C/C=C2\NC(=S)NC2=O)cc1,7,51,92,92,3,94,-41,92,94,91,20
O=C1Nc2ccccc2C(=O)N2CCCCC12 (stereo not given),13,9,95,94,nt,93,-17,95,95,96,4
Cc1c(Cl)ccc2c1NC(=O)[C@]21N[C@@H](CCC(N)=O)[C@H]2C(=O)N(c3ccc(F)cc3)C(=O)[C@H]21,18,43,99,101,-15,98,-28,99,100,98,9
CSc1ccccc1NC(=O)CN(C)C(=O)c1cccc(S(=O)(=O)N(C)C)c1,-1,27,95,97,3,95,-28,95,96,96,9

# Screens: PubChem, several laboratories
